NPR1 activator = GC-A (human) enzyme activation; AID 1671463; 0.14% of 370,000 active; activation, % at 10 µM; HEK293 GC-A cells, cGMP TR-FRET, EC30 ANP; 0% at EC30 ANP, 100% saturating ANP; P16066; in the data active means activation above about 40%
NPR2 activator = GC-B (human) receptor activation; P20594; HEK293-GC-B cells, CNP EC30, cGMP TR-FRET; 0% at EC30 CNP, 100% saturating CNP; activation, % at 10 µM; 0.11% of 370,000 active;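 active means activation at 10 µM reaching about 35% in either raw or pattern-adjusted values, limit read from the data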
DAX1 inh-1 = blocks DAX1 repression of SF-1 activated StAR promoter; inhibition, % at 6.8 µM; 1.1% of 370,000 active; AID 652010; HEK293T StAR-luciferase reporter, SF-1/DAX-1 repression relief;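 active means inhibition above the mean over all tested compounds plus 3 SD, cut at about 3.6% in these data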;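 further: 0% = DAX-1 cells with DMSO and 100% = cells lacking DAX-1 with DMSO; higher inhibition means more luminescence from relief of DAX-1 repression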
SMARCA2 act = SMARCA2 function activation, primary screen. 1% of 370,000 active. activation, % at 9.1 µM. MG213 cells, MMTV-luciferase reporter, dexamethasone, overnight. AID 652017; in the data active means activation above about 7.8%;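 further: 0% = vehicle wells and 100% = reference activator wells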
sPLA2-III inh = Blocks human group III sPLA2 activity | Q9NZ20 | QFRET BODIPY PC-A2 liposome hydrolysis, fluorescence | inhibition, % at 12.2 µM | 0.56% of 370,000 active | AID 743126;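 active means inhibition above mean plus 3 SD of compounds lying within the high and low control bounds, cut at about 19% in these data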;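 further: 0% = median of test compound wells and 100% = no enzyme DMSO wells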
Target sequence (Q9NZ20 whole entry, looked up): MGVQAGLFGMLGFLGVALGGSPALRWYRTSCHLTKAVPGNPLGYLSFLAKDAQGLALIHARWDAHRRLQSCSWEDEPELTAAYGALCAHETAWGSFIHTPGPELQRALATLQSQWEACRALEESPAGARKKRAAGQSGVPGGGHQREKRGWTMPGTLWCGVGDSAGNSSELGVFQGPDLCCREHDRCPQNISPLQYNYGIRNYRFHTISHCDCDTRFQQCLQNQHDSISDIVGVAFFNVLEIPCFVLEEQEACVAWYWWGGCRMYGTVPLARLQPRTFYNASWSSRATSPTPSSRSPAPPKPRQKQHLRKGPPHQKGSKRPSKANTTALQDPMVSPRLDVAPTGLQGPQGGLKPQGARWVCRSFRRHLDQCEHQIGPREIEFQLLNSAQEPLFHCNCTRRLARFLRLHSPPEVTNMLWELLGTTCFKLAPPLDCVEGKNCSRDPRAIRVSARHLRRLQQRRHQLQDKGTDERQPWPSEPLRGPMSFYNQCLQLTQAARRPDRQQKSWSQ
hcDAF-12 act = activators of H. contortus DAF-12 nuclear receptor | HEK293 hcDAF-12 lit1-tk-luc reporter, luminescence; 0% DMSO, 100% Δ7-dafachronic acid | activation, % at 6.8 µM | 1.4% of 370,000 active;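 active means activation above the mean of all tested compounds plus 3 SD, cut at about 5.5% in these data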;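 further: 100% = response to 3 µM Δ7-dafachronic acid high control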
ssDAF-12 act = S. stercoralis DAF-12 activation, primary screen. HEK293 ssDAF-12/GRIP1 lit1-tk-luc reporter, luminescence; % of 3 µM dafachronic acid response. activation, % at 6.8 µM. 1% of 370,000 active;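 active means activation above the mean over all tested compounds plus 3 SD, cut at about 0.9% in these data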;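 further: 0% = DMSO-only wells and 100% = 3 µM delta7-dafachronic acid wells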
hgDAF-12 ag = agonists of H. glycines DAF-12 nuclear receptor; HEK293 GAL4-hgDAF12 UAS-luciferase reporter, agonist luminescence; normalized to butyrate control; activation, % at 6.8 µM; 1.8% of 370,000 active;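 active means activation above a cutoff set at the mean of all screened compounds plus 3 SD, cut at about 10% in these data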;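 further: 0% = DMSO wells and 100% = sodium butyrate wells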
GAA850 FXN act = activators of GAA850 frataxin (FXN) promoter; HEK293 lucGAA850 FXN promoter luciferase reporter, 24 h; percent of 10 µM SAHA response; activation, % at 6 µM; 0.56% of 360,000 active; AID 540364;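 active means activation above the average of all compounds screened plus 3 SD, cutoff fixed separately per campaign, cut at about 7.5% in these data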;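 further: 0% = DMSO wells and 100% = 10 µM SAHA wells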
KLK7 zymogen act = activators of human kallikrein-7 zymogen; P49862; purified proKLK7, EDANS-DABCYL substrate fluorescence; 100% is mature enzyme control, 0% vehicle; activation, % at 7 µM; 0.9% of 370,000 active; AID 652039;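 active means activation above the mean of all tested compounds plus 3 SD, computed per campaign excluding outliers beyond control limits, cut at about 13% in these data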
Target sequence (P49862 whole entry, looked up): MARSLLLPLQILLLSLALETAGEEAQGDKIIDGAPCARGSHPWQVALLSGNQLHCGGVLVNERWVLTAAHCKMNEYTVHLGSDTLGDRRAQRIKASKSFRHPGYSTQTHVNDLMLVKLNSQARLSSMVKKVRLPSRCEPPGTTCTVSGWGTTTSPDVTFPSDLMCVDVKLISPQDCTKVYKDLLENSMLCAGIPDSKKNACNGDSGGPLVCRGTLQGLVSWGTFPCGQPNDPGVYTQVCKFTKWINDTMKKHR
DAX1 inh-2 = inhibitors of human orphan nuclear receptor DAX1 (NR0B1) | P51843 | HEK293 Gal4-DAX1 luciferase reporter, luminescence | inhibition, % at 6.75 µM | 0.99% of 340,000 active | AID 504766;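 active means inhibition above the mean over all tested compounds plus 3 SD, cut at about 4.2% in these data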;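 further: 0% = DAX1-transfected cells with DMSO and 100% = empty-vector control cells with DMSO; inhibition shows as a rise in luminescence from relieved DAX1 repression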
Target sequence (P51843 207-470 limits assumed): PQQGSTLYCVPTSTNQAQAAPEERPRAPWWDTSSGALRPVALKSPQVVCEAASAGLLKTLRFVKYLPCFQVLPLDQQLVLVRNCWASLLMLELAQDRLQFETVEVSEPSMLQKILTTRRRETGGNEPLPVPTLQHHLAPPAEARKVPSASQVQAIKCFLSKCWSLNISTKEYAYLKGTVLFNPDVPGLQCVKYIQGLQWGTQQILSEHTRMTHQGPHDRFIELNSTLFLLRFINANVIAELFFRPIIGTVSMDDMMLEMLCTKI
Starred values were filed as active, the others as inactive; . = not tested or not shown.

SMILES	NPR1 activator	NPR2 activator	DAX1 inh-1	SMARCA2 act	sPLA2-III inh	hcDAF-12 act	ssDAF-12 act	hgDAF-12 ag	GAA850 FXN act	KLK7 zymogen act	DAX1 inh-2
CCOc1cc(NC(=O)CC(C)C)c(OCC)cc1NC(=O)CCn1nnc2ccccc21	-1	2	-0.3	2	6	-1.0	-1.5	0.4	0.7	0.8	1.9
CC(NC(=O)C1CCN(C(=O)Nc2ccccc2)CC1)c1ccc(Cl)cc1 (stereo unspecified)	1	-2	-0.6	0	3	-1.2	-1.6	-1.9	-1.1	0.4	0.3
CCCCn1c(N)c(N(CC(C)C)C(=O)CCNC(=O)c2ccccc2Cl)c(=O)[nH]c1=O	0	1	-0.5	0	2	0.5	-1.1	0.5	0.0	0.0	-0.9
OCCCNc1ncnc2[nH]ncc12	1	10	-0.8	-2	2	-0.4	-0.7	1.9	1.2	3.4	-0.2
CC1Cc2ccccc2N1CC(=O)NC(=O)NC1CCCCC1 (stereo unspecified)	-7	-5	-0.2	-6	9	-0.5	-0.6	-0.1	1.4	0.3	1.0
CCOC(=O)c1cccnc1SCC(=O)Nc1ccc(C)cc1	0	2	0.8	1	-7	1.2	-0.5	0.9	1.4	0.8	0.8
COc1cc(/C=N/NC(=O)c2ccncc2)ccc1OCc1cnc(Cl)s1	2	-6	0.8	-4	2	-1.1	-0.7	3.1	3.4	0.3	-0.7
O=C(OCC(=O)N1CCCCCC1)c1cnc(Cl)c(Cl)c1	16	5	-1.2	-2	3	-0.5	-0.8	0.4	2.4	-0.2	0.1
CS(=O)(=O)c1ccc(C(=O)Nc2cccc(-c3nc4ccccc4[nH]3)c2)cc1	11	15	-1.0	5	-2	-2.4	-1.4	-2.4	-1.5	0.1	0.4
O=c1cc(-c2ccsc2)oc2cc(-c3ccc4c(c3)OCO4)ccc12	11	-3	-0.5	0	10	0.6	-1.5	-0.2	-0.5	-0.9	4.7*
Cc1cc(C)cc(NC(=O)CN(C)CC(=O)N(CC(C)C)c2c(N)n(CC(C)C)c(=O)[nH]c2=O)c1	-1	3	-0.4	1	8	-0.5	-0.3	-0.5	0.0	-0.1	-0.1
CCOc1ccccc1N1CC(C(=O)Nc2cccc(S(=O)(=O)N3CCCCC3)c2)CC1=O (stereo unspecified)	-2	1	0.1	-2	-7	-0.8	-1.7	0.4	-0.6	-0.6	-0.9
Cc1ccc(Nc2cc(=O)[nH]c(=O)[nH]2)c(C)c1	13	-2	0.2	0	4	-0.6	-1.7	1.0	-3.3	-0.5	1.2
O=C(NCCCN1CCCCCC1)c1ccc2c(Cl)c3c(nc2c1)CCCC3	-5	6	0.5	-1	-23	-0.2	-0.7	-1.2	1.2	0.1	0.0
O=C(NCCCn1ccnc1)/C(=C/c1ccccc1)NC(=O)c1ccccc1	-1	1	0.6	-3	1	0.6	-0.9	-1.7	-0.6	0.6	-0.5
CCOc1ccc(OCC)c(C2C(C#N)=C(N)N(c3cccnc3)C3=C2C(=O)CC(C)(C)C3)c1 (stereo unspecified)	0	-2	-0.1	-2	-4	-0.8	-1.0	-0.5	-3.3	0.3	-0.5
CC(=O)Nc1cc2c(cc1Br)OCCO2	5	5	0.8	2	0	0.0	-1.1	-1.3	1.3	-0.5	1.3
Cc1ncc([N+](=O)[O-])n1CCOC(=O)NC(NCc1ccccc1)C(Cl)(Cl)Cl (stereo unspecified)	-6	-13	0.0	0	7	-1.3	-1.1	-2.2	0.0	0.4	0.7
COC(=O)c1cc(N2CCNCC2)nc2ccccc12	2	-5	-0.1	1	8	0.4	-1.9	-0.5	2.4	79*	-0.6
COc1cccc(-c2cc3c(c4c2ccn4C)C2CCC3C2)c1 (stereo unspecified)	2	4	-1.6	-5	19*	-1.9	-1.4	-4.0	.	0.1	.
CC(C)C(=O)N1CCN(c2ccc(NC(=O)COc3ccccc3[N+](=O)[O-])cc2)CC1	2	-3	-3.6	-3	7	-6.7	-2.4	-13	-9.0	-0.1	.
O=C(Nc1ccccc1)c1cc(C2CCCN(C(=O)OCc3ccccc3)C2)on1 (stereo unspecified)	0	0	0.5	-2	-7	-1.9	-1.5	3.7	-0.7	0.1	.
CN(C)C(=O)N1CCC(C(=O)NCc2ccc(F)cc2)CC1	-1	0	0.1	-2	-5	-1.9	-1.0	2.3	-0.6	1.5	0.1
c1cncc(-c2nc(NCC3COc4ccccc4O3)c3ccccc3n2)c1 (stereo unspecified)	23	11	-2.0	-1	-32	-2.3	-2.0	-5.8	-0.7	0.2	-1.5
CCOc1ccccc1N1CCN(C(=S)Nc2ccc(S(=O)(=O)Nc3ncccn3)cc2)CC1	0	-1	1.9	0	-3	-0.3	-0.4	0.1	-1.5	0.2	-0.7
Cc1sc2ccccc2c1CNC[C@H]1O[C@@H](n2ccc(=O)[nH]c2=O)[C@H](O)[C@@H]1O	5	1	-0.1	1	11	0.0	-0.6	-2.2	.	-0.3	.
CCC(=O)N1CCN(c2ccc(Cl)cc2NC(=O)c2ccc3c(c2)OCCO3)CC1	-7	-6	-2.2	-3	-2	-1.8	-0.7	-0.4	-1.1	0.4	0.6
CC(=O)c1cccc(NC(=O)c2cc(C(C)C)on2)c1	3	-6	5.2*	6	4	5.1	-0.5	17*	1.6	0.2	0.3
O=C(NC1CC1)c1cccc(Br)c1	1	3	-0.7	3	-3	-1.6	-1.4	-2.7	-2.0	0.7	2.1
Cn1c(SCC(=O)Nc2ccc(N3CCOCC3)cc2)nnc1-c1ccccc1F	-3	-3	-0.9	0	6	-1.5	-0.9	5.7	-1.5	-0.5	-0.3
CCCCC(=O)NNC(=S)NCc1ccccc1	0	12	-0.1	-3	11	-1.2	-0.7	0.8	-2.5	0.6	1.5
CCOC(=O)/C=C/C(=O)OCC(=O)N1CCN(C(=O)c2ccco2)CC1	4	1	-0.5	4	-3	-1.1	-0.4	2.6	6.2	0.2	0.0
COc1ccc(C(=O)Nc2ccccc2C(=O)N(Cc2ccco2)C(C(N)=O)C(C)C)cc1 (stereo unspecified)	-2	-3	0.3	-4	6	0.4	-1.4	0.3	-0.3	0.3	-0.1
CCOc1ccccc1Oc1c(C)oc2c(CN3CCN(C)CC3)c(O)ccc2c1=O	0	4	-0.1	-4	4	-1.2	-0.6	0.6	3.0	77*	0.4
CCOc1cc(C(=S)N2CCOCC2)ccc1OC(=O)c1cccc(C)c1	6	4	-0.5	-2	5	-1.5	-1.7	-1.4	-0.1	0.4	-1.9
COc1cccc(NC(=O)Nc2nc(-c3ccc(OC)c(OC)c3)cs2)c1	5	-9	-2.5	-7	-17	-6.6	-2.8	-13	-14	0.8	-5.8
O=S(=O)(Nc1ncccn1)c1ccc(NC(=S)NCCc2ccc(Cl)cc2)cc1	4	1	1.2	1	-3	-0.1	-1.2	4.5	1.9	0.2	-0.4
CCCCC(NC(C)=O)c1nc2ccccc2n1CCC (stereo unspecified)	-8	-5	-0.9	2	-3	-2.1	-1.9	0.5	-0.1	-0.1	-1.9
COc1ccc(OC)c(NC(=O)Nc2cccc3ccccc23)c1	-6	-14	-0.8	-1	2	-1.2	-1.2	-2.3	0.5	-1.5	1.6
O=c1cc(N2CCN(c3cccc(Cl)c3Cl)CC2)[nH]c(=O)n1C1CCCCC1	-4	-4	.	.	-3	-1.0	-1.4	0.3	.	.	.
CCC1CN(C(=O)N2CCC(C(=O)NCc3cccc(OC)c3OC)CC2)c2cc(C)ccc2O1 (stereo unspecified)	-6	3	-0.6	2	-8	-1.7	-0.8	-3.9	-1.0	0.5	0.3
COc1ccc(S(=O)(=O)Nc2cccc3c2O[C@H](CN(C)Cc2ccc(-c4ccccc4)cc2)[C@@H](C)CN([C@H](C)CO)C3=O)cc1	2	-5	-0.6	0	-31	-1.1	-1.8	0.6	0.6	-0.3	-0.2
CC(C)(O)c1nnn(-c2ccccc2)c1C(F)(F)F	1	1	-0.7	-4	7	0.3	-0.7	0.1	0.7	0.1	0.3
O=S(=O)(Nc1cccc(-n2cnnn2)c1)c1cnc(Cl)c(Cl)c1	-3	2	-2.3	-2	-19	0.1	-1.2	0.5	2.1	-0.2	0.8
COc1ccc(N=c2oc3ccc(OC)cc3cc2-c2nc3ccccc3[nH]2)cc1	3	-6	2.3	14*	0	6.7*	2.5*	15*	-0.4	0.5	1.7
Cc1onc(-c2ccccc2)c1C(=O)N/N=C/c1ccccc1OC(C)C	-3	-6	-0.9	-2	2	-0.2	-1.2	1.6	-1.8	0.0	-0.1
Cc1cc(C)nc(NC(=O)c2c(-c3c(Cl)cccc3Cl)noc2C)n1	0	2	-0.1	-1	-7	-0.4	-1.2	2.6	-0.2	0.0	-1.1
Cc1ccc(OCc2nnc(N)s2)cc1	9	1	1.1	1	-4	1.8	-1.0	11*	0.7	0.5	-0.6

The last 3 records of the section before are carried over, then new ones follow:
SMILES	NPR1 activator	NPR2 activator	DAX1 inh-1	SMARCA2 act	sPLA2-III inh	hcDAF-12 act	ssDAF-12 act	hgDAF-12 ag	GAA850 FXN act	KLK7 zymogen act	DAX1 inh-2
Cc1onc(-c2ccccc2)c1C(=O)N/N=C/c1ccccc1OC(C)C	-3	-6	-0.9	-2	2	-0.2	-1.2	1.6	-1.8	0.0	-0.1
Cc1cc(C)nc(NC(=O)c2c(-c3c(Cl)cccc3Cl)noc2C)n1	0	2	-0.1	-1	-7	-0.4	-1.2	2.6	-0.2	0.0	-1.1
Cc1ccc(OCc2nnc(N)s2)cc1	9	1	1.1	1	-4	1.8	-1.0	11*	0.7	0.5	-0.6
O=[N+]([O-])c1ccccc1-c1ccc(C(=S)N2CCCC2)o1	2	5	2.0	0	9	9.4*	1.8*	9.3	2.1	0.4	-1.4
CSc1nc(Cl)cc(Nc2ccccc2N)n1	-1	2	0.3	1	4	-1.3	-1.0	2.8	3.3	-0.5	1.3
N#CNC(=Nc1ccccc1F)SCc1ccc(C(=O)O)cc1	3	1	-0.4	-2	-1	-0.3	-0.1	-3.0	2.7	0.0	0.8
O=S(=O)(Cc1ccc(Cl)cc1)N1CCCC1	-3	-1	0.1	-2	21*	0.0	-1.1	-0.7	1.7	0.2	0.2
COc1cc2cc(C(N)=O)c(N)nc2cc1OC	8	6	0.0	1	-2	-0.4	-0.8	2.9	2.9	73*	1.5
O=C(Nc1ccc(S(=O)(=O)NC2=NCCCCC2)cc1)c1cc(F)c(F)cc1Cl	-1	3	-1.7	-3	8	-1.7	-1.2	-2.7	2.4	-0.2	-0.8
O=C(COc1ccc(S(=O)(=O)N2CCOCC2)cc1)Nc1ccc(Br)cc1	-2	-4	-1.6	-2	-4	-2.0	-1.6	-3.6	-1.4	-0.1	-1.2
CC(=O)Nc1ccc(NC(=O)COC(=O)c2cnccn2)cc1	0	1	-1.1	-1	1	-0.5	-1.4	1.5	-1.2	0.2	1.6
Cc1ccc(NS(=O)(=O)c2cccc(C(=O)NCC(c3ccco3)N3CCCCC3)c2)cc1 (stereo unspecified)	-5	-2	-1.4	3	-31	1.4	-1.2	-0.8	-3.4	0.9	-1.4

Screening results as filed in PubChem.
